Screens (PubChem)
Mtb RmlCD inh: M. tuberculosis RmlC/RmlD inhibition; actives 0.03% (n = 160,000); RmlC+RmlD coupled enzyme assay, percent inhibition; primary screen in compound mixtures; P9WH09+P9WH11; AID 1533; inhibition, % at 3.6 µM; in the data active = inhibition mostly above about 34%, no sharp cut-off; also: some results filed as inactive read as strong as hits
Target sequence (P9WH09 whole entry, looked up): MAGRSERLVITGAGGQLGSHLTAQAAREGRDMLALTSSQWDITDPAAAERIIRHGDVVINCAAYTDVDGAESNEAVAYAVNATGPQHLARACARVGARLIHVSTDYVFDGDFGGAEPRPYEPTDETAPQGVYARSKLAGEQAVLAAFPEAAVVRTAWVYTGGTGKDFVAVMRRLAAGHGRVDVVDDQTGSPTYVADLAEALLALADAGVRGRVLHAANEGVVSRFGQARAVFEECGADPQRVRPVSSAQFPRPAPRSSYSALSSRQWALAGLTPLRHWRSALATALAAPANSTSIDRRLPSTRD
Target sequence (P9WH11 whole entry, looked up): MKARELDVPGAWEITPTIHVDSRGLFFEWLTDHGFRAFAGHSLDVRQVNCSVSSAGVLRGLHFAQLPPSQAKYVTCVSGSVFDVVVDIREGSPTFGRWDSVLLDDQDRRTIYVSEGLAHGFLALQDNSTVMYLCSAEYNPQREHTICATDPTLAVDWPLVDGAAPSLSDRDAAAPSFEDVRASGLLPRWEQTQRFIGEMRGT
M. tuberculosis GlmU: inhibition of mycobacterial GlmU enzyme – biochemical, glucosamine-1-phosphate acetyltransferase (AID 1376); M. tuberculosis GlmU acetyltransferase enzyme assay; higher % means a stronger effect; inhibition, %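 (tested at 30 µM in the primary screen)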; hits with a dose series show IC50 in µM; actives 0.25% (n = 220,000); in the data active = inhibition above about 13%;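 also: 0% = complete reaction with vehicle and 100% = reaction without substrate; strong numbers were not always called active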
Active calls of the source: *; nt = not tested or not shown.

Below each compound: Mtb RmlCD inh	M. tuberculosis GlmU
> CCOc1ccccc1C(=O)N(C)Cc1cc2cc(OC)ccc2[nH]c1=O
  nt	0.8%
> COc1ccccc1OCC(=O)c1[nH]c(C)c(C(C)=O)c1C
  -31	5.8%
> CCOC(=O)C/C(C)=N\Nc1ccc([N+](=O)[O-])cc1[N+](=O)[O-]
  -9	-1.2%
> Cc1ccc(OCC(=O)N/N=C/c2cn(C)c3ccccc23)cc1
  9	-2.4%
> O=C(NCCN1CCOCC1)c1ccc2c(c1)N(Cc1cccc(F)c1)C(=O)c1ccccc1S2
  6	-5.1%
> Cc1nnc(NC(=O)c2c(-c3ccccc3Cl)noc2C)s1
  3	3.9%
> O=C(O)CCC1OC(=O)C(O)=C1c1ccccc1 (stereo unspecified)
  nt	-5.8%
> C[C@H]1CCC/C=C/C2C[C@H](O)CC2[C@H](O)/C=C/C(=O)O1 (stereo partly specified)
  nt	3.5%
> COc1ccc(-c2noc(CN3CCCC(OCc4ccccn4)C3)n2)cc1 (stereo unspecified)
  -11	-2.0%
> COc1ccc(C(=O)NNC(=O)C2CCCO2)cc1 (stereo unspecified)
  nt	1.6%
> O=C(Cc1ccccc1)Nc1cccc(NC(=O)c2cccs2)c1
  4	7.5%
> O=C(CCN1C(=O)c2ccccc2C1=O)N1CCN(Cc2ccccc2)CC1
  nt	-4.4%
> O=C1CN(c2nc(-c3cccs3)nc3sc4c(c23)CCCC4)CCN1
  1	-0.7%
> COC(=O)c1c(C)[nH]c(C=O)c1-c1ccccc1
  nt	0.3%
> CCS(=O)(=O)N1CCC(C(=O)NCc2ccc3c(c2)OCO3)CC1
  17	4.6%
> Cn1c2c(c(=O)n(C)c1=O)C(c1cc3c(cc1Br)OCO3)CC(=O)N2 (stereo unspecified)
  3	nt
> CSc1ncccc1C(=O)OCC(=O)c1cc(C)n(CC2CCCO2)c1C (stereo unspecified)
  -5	nt
> COc1ccc(C(c2c(O)nc[nH]c2=O)c2c(O)nc[nH]c2=O)cc1
  74	0.3%
> CC(C)=C(NC(=O)c1ccccc1)C(=O)Nc1cccc(C(=O)O)c1
  -10	-3.8%
> Cc1cccc(C)c1Nc1nnc(SCC(=O)NCc2ccco2)s1
  nt	3.6%
> O=C(COc1ccc(Cl)cc1)NCc1nnc(SCC(=O)Nc2ccc3c(c2)OCCO3)o1
  5	1.9%
> Cc1ccccc1NC(=O)Nc1cc(-c2ccccc2)nn1C
  72	-3.0%
> Cc1cccc2cc(CN(CCN3CCOCC3)C(=O)NCc3ccccc3)c(=O)[nH]c12
  2	-4.9%
> COc1ccc(S(=O)(=O)CCC(=O)NCCc2ccc(S(N)(=O)=O)cc2)cc1
  -7	-3.9%
> CCN1C(=O)N[C@@H](c2cccc(C(F)(F)F)c2)C(C(C)=O)=C1C
  nt	-1.6%
> S=C(NCCN1CCCCC1)Nc1ccccc1
  -1	-2.5%
> S=C(Nc1ccc2nccnc2c1)N1CCCC1
  -5	1.8%
> Cc1cc(O)c(C(C)C)cc1NC(=O)Cn1nc(C)c2ccccc2c1=O
  4	4.9%
> CN(C)c1ccc(C(=S)N2CCCCCC2)cc1
  -2	-0.4%
> N#Cc1cccc(S(=O)(=O)NCC(=O)OCC(=O)c2ccc[nH]2)c1
  4	-1.4%
> COc1ccc(N=CC2=C(O)CC(c3ccccc3)CC2=O)c(OC)c1 (stereo unspecified)
  4	1.2%
> CN(C)CCCN1C(=O)C(=O)/C(=C(/O)c2ccc(S(=O)(=O)N(C)C)cc2)C1c1ccncc1 (stereo unspecified)
  nt	-1.3%
> O=C(N/N=C1\CCCCc2ccccc21)c1ccccn1
  -2	-2.5%
> O=C(Nc1ccc(N2CCN(C(=O)c3ccco3)CC2)cc1)c1ccccc1
  0	-0.1%
> COc1ccc(NC(=O)Nc2ccccc2F)c([N+](=O)[O-])c1
  -12	-1.4%
> CC(C)N(C(=O)Cn1cc(SCC(=O)NCc2ccco2)c2ccccc21)C(C)C
  -7	-1.4%
> CC(OC(=O)c1ccccc1NS(=O)(=O)c1cccc(N)c1)C(=O)N(C)Cc1ccccc1 (stereo unspecified)
  11	-4.9%
> O=S1(=O)C[C@@H](O)[C@@H](Nc2ccccc2)C1
  nt	4.0%
> O=C(O)C1CCCCC1C(=O)NCCc1ccc(F)cc1 (stereo unspecified)
  -10	4.2%
> COc1ccccc1N(CC(=O)NC(C)(C)C)C(=O)c1ccc(Cl)nc1
  0	-7.7%
> O=C(c1ccc2nccnc2c1)N1CCN(Cc2ccc3c(c2)OCO3)CC1
  -9	3.7%
> c1csc(CNc2ncnc3nc[nH]c23)c1
  nt	6.2%
> O=C(/C=C/c1ccc2c(c1)OCO2)N1CCOCC1
  5	-0.8%
> CC(C)COP(=O)(OCC(C)C)C(O)c1ccccc1F (stereo unspecified)
  17	2.0%
> O=C(O)/C=C/C(=O)Nc1ccc(OCc2ccccc2)cc1
  7	-1.7%
> CC(=O)N1CN(C2CCS(=O)(=O)C2)Cc2c1sc1c2CCCC1 (stereo unspecified)
  nt	-1.4%
> CN1C2CCC1CC(OC(=O)c1cc(Cl)cc(Cl)c1)C2 (stereo unspecified)
  4	-3.0%
> N#Cc1nc(/C=C/c2ccccc2)oc1NCCCN1CCOCC1
  -1	8.3%
> Cc1ccccc1-n1c(SCC(=O)c2c(N)n(C)c(=O)n(C)c2=O)nnc1-c1cccnc1
  -10	1.0%
> O=C(O)c1cc2n(n1)C(C(F)(F)F)CC(c1ccccc1)N2 (stereo unspecified)
  nt	0.6%

(next part)
Below each compound: Mtb RmlCD inh	M. tuberculosis GlmU
> CCOC(=O)c1nc2sc3c(c2c(=O)[nH]1)CCC(C)C3 (stereo unspecified)
  nt	-1.8%
> O=C(C[n+]1cc(-c2ccc(Cl)c(Cl)c2)n2c1CCC2)c1cccs1
  2	-3.1%
> COC(=O)/C=C1/SC(=Nc2ccc(Cl)c(Cl)c2)NC1=O
  -2	nt
> O=C(O)CCc1cc(I)c(Oc2ccc(O)c(I)c2)c(I)c1
  nt	2.4%
> CCn1c2ccccc2c2cc(NC(=O)Cc3ccc(S(=O)(=O)N4CCOCC4)s3)ccc21
  4	-5.6%
> O=C(CSc1nnc(-c2csc3c2CCCC3)o1)Nc1ccccc1
  -2	6.7%
> CCOC(=O)CSc1ccc(S(=O)(=O)N2CCC(C)CC2)cc1[N+](=O)[O-]
  nt	0.3%
> CCOC(=O)/C(C#N)=C/c1ccc(-c2ccsc2C(=O)OC)o1
  16	2.9%
> CN(Cc1nc(Cc2cccc(F)c2)no1)CC1CCOCC1
  -7	1.5%
> Cc1oc2c(CN3CCCC3)c(O)ccc2c(=O)c1-c1ccc(Br)cc1
  7	-0.1%
> C=CCC1(CC=C)CCCN1Cc1nc(COc2ccccc2)no1
  nt	-1.4%
> O=C(CO/N=C/c1ccccc1)N1c2ccccc2Oc2ccccc21
  nt	-4.4%
> COc1ccc(CCNC(=O)Cn2c(=O)n(-c3ccc(F)cc3)c(=O)c3sccc32)cc1OC
  -4	1.6%
> CC(=O)c1c(C)[nH]c(C(=O)Nc2ccc(Cl)c(S(=O)(=O)N3CCOCC3)c2)c1C
  -12	-5.1%
> CSc1cc(-c2ccccc2)n(Cc2ccc(Cl)cc2Cl)c(=O)c1C#N
  19	3.3%
> CCCNS(=O)(=O)c1ccc(CCC(=O)Nc2ccc3c(c2)OCCO3)cc1
  4	1.4%
> COc1cc(OC)c(C(=O)NC2CC(C)(C)NC(C)(C)C2)cc1OC
  nt	1.7%
> COc1cc(CO)c(Br)cc1OCC(N)=O
  2	3.7%
> Cc1cc(C)n2nc(SCc3nc4ccccc4[nH]3)nc2n1
  8	-3.2%
> N#C/C(=C(/O)c1ccc([N+](=O)[O-])s1)c1nc2ccccc2[nH]1
  8	3.6%

Continued:
structure	Mtb RmlCD inh	M. tuberculosis GlmU
COCc1cc(C(C)=O)ccc1OC	-4	-1.2%
CCOc1ccccc1-n1c(SCC(=O)NCc2ccco2)nnc1-c1ccncc1	nt	5.5%
CC(=O)c1c(C)oc2ccc(N(C(=O)C3CCCCC3)S(=O)(=O)c3cc([N+](=O)[O-])ccc3C)cc12	3	2.3%
COc1ccc(S(=O)(=O)N(C)CC(=O)N2CCOCC2)cc1Cl	-5	0.9%
N#CC1=C(N)Oc2n[nH]c(-c3cccs3)c2C1C1CCCCC1 (stereo unspecified)	-13	-1.4%
COc1cc(C#N)ccc1OCC(=O)NCc1cccs1	-11	-0.2%
CCc1ccccc1OCC(=O)Nc1nc(-c2cccnc2)cs1	-7	-4.4%
O=C(/C=C/c1ccccc1)N1CCN(c2ccc([N+](=O)[O-])c(N3CCOCC3)c2)CC1	-7	-7.9%
CC(C)CC[n+]1ccn(C2=C([O-])c3ccccc3C(=O)/C2=N\S(=O)(=O)c2ccccc2)c1	nt	-2.8%
Clc1cccc(CSC2=NCCCN2)c1	nt	-13%
COc1c(Br)cc([N+](=O)[O-])c(OC)c1C(=O)NC(=O)Nc1nc(C)cc(C)n1	1	-4.6%
O=C(Oc1ccc(Cl)c2cccnc12)C12CC3CC(CC(C3)C1)C2	6	1.0%
CCNCC(=O)N1c2ccccc2CCc2ccc(NC(C)=O)cc21	nt	-2.4%
COc1ccc(-n2cnc3c(sc4nccc(N(C)C)c43)c2=O)cc1	10	-6.5%
CCOC(=O)c1c(NC(=O)CN2C(=O)NC3(CCC(CC)CC3)C2=O)sc(C)c1-c1ccc(C)cc1 (stereo unspecified)	14	-5.7%
NC(=O)c1c(/N=C/c2cccs2)sc2c1CCCC2	-3	9.3%
CC(C(=O)NC1CCCc2ccccc21)N1CCN(Cc2ccc3c(c2)OCO3)CC1 (stereo unspecified)	101	-1.8%
COc1ccc(OC)c2c(C)cc(N3CCCN(C)CC3)nc12	7	6.6%
COC(=O)Nc1nc2ccc(Br)cc2s1	3	0.9%
O=C(C1CCCN(Cc2nc(-c3ccc(Cl)cc3)no2)C1)N1CCOCC1 (stereo unspecified)	nt	-2.2%
CC1Cc2ccccc2N1C(=O)CSCC(=O)O (stereo unspecified)	0	-6.3%
CCOC(=O)C1(CCOc2ccccc2)CCN(Cc2cccs2)CC1	-2	1.3%
COc1ccc(CNC(=O)COC(=O)CCc2c[nH]c3ccccc23)cc1	3	3.5%
Cc1ccc(-c2n[nH]c(=O)c3ccccc23)cc1S(=O)(=O)NCCN1CCOCC1	nt	-3.0%

Reprinted at random: 4 compounds from above, in no set order.
structure	Mtb RmlCD inh	M. tuberculosis GlmU
COc1ccc(CNC(=O)COC(=O)CCc2c[nH]c3ccccc23)cc1	3	3.5%
CC(C(=O)NC1CCCc2ccccc21)N1CCN(Cc2ccc3c(c2)OCO3)CC1 (stereo unspecified)	101	-1.8%
COc1ccc(OC)c2c(C)cc(N3CCCN(C)CC3)nc12	7	6.6%
COc1ccc(-n2cnc3c(sc4nccc(N(C)C)c43)c2=O)cc1	10	-6.5%

(cont.)
structure	Mtb RmlCD inh	M. tuberculosis GlmU
COc1ccccc1NC(=O)Nc1ccc2c(c1)OCCO2	5	-4.3%
CCN(Cc1ccccc1)S(=O)(=O)c1ccc(S(=O)(=O)N2CCN(CCC#N)CC2)cc1	5	0.8%
O=C(OC1CSc2nc3ccccc3n2C1)c1ccco1 (stereo unspecified)	2	3.4%
Cc1[nH]c2ccccc2c1/C=N/NC(=O)c1cc(-c2ccccc2)n[nH]1	10	-5.6%
COc1ccc(NC(=O)CCOc2ccccc2)cc1	nt	2.6%
CCOC(=O)Nc1sc(C)nc1-c1ccccc1	13	5.2%
Cc1cccc(N2CCN(c3ccc(C(N)=O)cc3[N+](=O)[O-])CC2)c1C	3	-4.8%
CC(=O)Nc1cc(NC(C)=O)c(CC(C)C)s1	nt	6.9%
CSCCC(NC(=O)C12CC3CC(CC(C3)C1)C2)C(=O)OCC(=O)c1ccc(C)cc1 (stereo unspecified)	-9	7.6%
c1ccc(-n2ncc3c(NCC4CCCO4)ncnc32)cc1 (stereo unspecified)	14	1.9%
COC(=O)c1ccc(/C=N\NC(=O)CC(=O)NCCc2ccccc2)cc1	-7	-4.0%
COc1cnc(SCCC(F)=C(F)F)[nH]c1=O	nt	-5.2%
COc1cc(OC)c(N(C)S(=O)(=O)c2cccc(C(=O)NC3=NCCS3)c2)cc1Cl	11	-3.2%
CSc1ccc(CN(C)CC(=O)Nc2ccc(C)cc2Br)cc1	4	1.7%
CCOC(=O)N1CCC(NC(=O)c2ccc3snnc3c2)CC1	-5	1.6%
Cc1ccc(Cl)c2c1NC(=O)C2(O)CC(=O)c1ccc(F)cc1 (stereo unspecified)	16	-5.0%
O=C(NCc1ccncc1)C(=O)Nc1ccc2c(c1)OCO2	-3	-1.1%
CCCCOc1ccc(NC(=O)[C@@H]2CCCN2C(=O)C2CCN(S(=O)(=O)c3ccc(C)cc3)CC2)cc1	nt	0.9%
ClCC1=Nc2cccc3cccc(c23)N1	-7	-0.4%
O=C(NC(=S)N1CCCc2ccccc21)c1ccc(Cl)cc1	9	1.3%
COC(=O)C1=C(C)NC(=S)NC1c1ccc(-c2ccccc2C(=O)OC)o1 (stereo unspecified)	-14	3.6%
COc1cccc(CN(C)CC(=O)Nc2ccccc2C(=O)Nc2ccccc2)c1OC	5	3.9%

Complete entries as entered above:
CSc1ccc(CN(C)CC(=O)Nc2ccc(C)cc2Br)cc1 as listed: Mtb RmlCD inh: 4; M. tuberculosis GlmU: 1.7%
ClCC1=Nc2cccc3cccc(c23)N1 as listed: Mtb RmlCD inh: -7; M. tuberculosis GlmU: -0.4%
CCOC(=O)N1CCC(NC(=O)c2ccc3snnc3c2)CC1 as listed: Mtb RmlCD inh: -5; M. tuberculosis GlmU: 1.6%

Some of the compounds tested; the hit share may differ from the screen's.
